# Screening data: PubChem, Southern Research Specialized Biocontainment Screening Center
# inhibitors of VEEV = inhibitors of VEEV TC-83 cytopathic effect, confirmation, Vero cells (AID 588727); inhibition, % at 20 µM; hits with a dose series show IC50 in µM; 350,000 compounds, 0.13% hits; Vero cells, VEEV TC-83 cytopathic effect inhibition; higher % means a stronger effect; in the data active = a potency from the dose series; inconclusive = inhibition mostly from about 14% at the one dose, without a potency; inactive = the rest, 99 in 100 with inhibition below about 12%; note: strong numbers were not always called active
# Salmonella PhoP GFP = PhoP regulon inhibitors, Salmonella typhi PhoP promoter GFP reporter, confirmatory (AID 1850); Salmonella Typhi PhoP-promoter GFP reporter, fluorescence, 4 h; higher % means a stronger effect; inhibition, % at 50 µM; hits with a dose series show IC50 in µM; 310,000 compounds, 0.33% hits; in the data active = a potency from the dose series; inconclusive = inhibition mostly from about 25% at the one dose, without a potency; inactive = the rest, 99 in 100 with inhibition below about 19%;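 note: 0% = induced wells with vehicle and 100% = uninduced wells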
# M. tuberculosis HTS = M. tuberculosis growth inhibition, HTS (AID 449762); M. tuberculosis H37Rv growth inhibition, 7H9 media; higher % means a stronger effect; inhibition, % at 25 µM, or IC50 in µM where a hit was titrated; 330,000 compounds, 0.59% hits; in the data active = a potency from the dose series; inconclusive = inhibition above about 70% without an active follow-up result;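 note: bacterial growth assessed after seven days of incubation; strong numbers were not always called active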
# M. tuberculosis = growth inhibition of non-replicating M. tuberculosis (AID 488890); Mycobacterium tuberculosis non-replicating, growth inhibition; higher % means a stronger effect; inhibition, % at 25 µM, or IC50 in µM where a hit was titrated; 320,000 compounds, 0.39% hits; in the data active = a potency from the dose series; inconclusive = inhibition mostly from about 82% at the one dose, without a potency; inactive = the rest, 99 in 100 with inhibition below about 76%;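 note: plate controls were DMSO cells for no effect and high antibiotic wells for full effect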
# H1N1 NS1A inhibition = H1N1 influenza NS1A inhibitors, functional cell based assay (AID 504329). 340,000 compounds, 0.3% hits. inhibition, % at 12.5 µM, or IC50 in µM where a hit was titrated. NS1A functional cell-based assay, percent inhibition; higher % means a stronger effect; in the data active = a potency from the dose series; inconclusive = inhibition above about 27% without an active follow-up result; note: strong numbers were not always called active
# inhibitors of VEEV 10K pilot screen = further read-out of inhibitors of VEEV, marked with its call; inhibition, %; measured here: 10K pilot screen inhibition
# Active calls of the source: *; i = inactive; u = inconclusive; x = not tested or not shown. This is a random part of the collection (roughly 1.4% active in at least one column).
SMILES,inhibitors of VEEV,Salmonella PhoP GFP,M. tuberculosis HTS,M. tuberculosis,H1N1 NS1A inhibition,others
COc1cccc(-c2nc(CS(=O)(=O)CC(=O)NCCCN3CC(C)CC(C)C3)c(C)o2)c1 (stereo not given),1.6%,-7%,5%,17%,13%,
COc1cc(Cl)c(C)cc1NC(=O)COC(=O)C1=NN(c2ccccc2)C(=O)CC1,9.2%,x,-2%,1%,-2%,
COc1ccc(NS(=O)(=O)c2ccc(NC(=S)NC(=O)C(C)C)cc2)cc1,1.1%,-2%,-2%,40%,2%,
O=C(c1cc2nc(-c3ccco3)cc(C(F)(F)F)n2n1)N1CCN(c2ccc(F)cc2)CC1,6.5%,1%,-3%,53%,3%,
CC1(C)Cc2c(sc3c2c(N)nc(=S)n3Cc2ccc(Br)cc2)CO1,i,2%,-4%,15%,-1%,
Cc1ccc(C)c(NC(=O)c2cc(-c3cc(C)ccc3O)n[nH]2)c1,1.4%,-12%,70%,-13%,-25%,
C/C(CC(=O)Nc1ccc(C)c(Cl)c1)=N\NC(=O)Cc1ccccc1,0.4%,-9%,u,24%,-7%,
COc1ccc(C(=O)OCC(=O)NCCN2C(=O)CSC2=O)cc1[N+](=O)[O-],0.2%,x,-8%,-12%,1%,
Ic1ccc(N2CCN(Cc3c[nH]c4ncccc34)CC2)cc1,i,-22%,1%,15%,1%,
O=C(Nc1ccccc1C(=O)N1CCNCC1)c1ccco1,x,-10%,10%,-2%,x,
C(#CC1CCCC1)c1ccc2c(c1)COc1c3ccccc3nn1-2,0.2%,-5%,u,u,-9%,
CCc1ccc(NC(=S)N2CCCC(C(F)(F)F)C2)cc1 (stereo not given),2.1%,5%,1%,7%,3%,
O=C(C[C@H]1C(=O)N(CCc2ccccc2)C[C@@H]1Cc1ccccc1)Nc1ccccc1,0.5%,3%,7%,20%,17%,
CC(=O)c1ccc(NC(=O)C2CCN(S(=O)(=O)c3ccc4c(c3)N(C(C)=O)CCO4)CC2)cc1,0.9%,9%,4%,1%,-3%,
O=C(NOCc1ccccc1)c1ccc(Cl)cc1,2.3%,x,1%,75%,-4%,
CCOc1ccc2ccccc2c1/C=N/NC(=O)CNC(=O)C(c1ccccc1)c1ccccc1,1.4%,-1%,-4%,-10%,2%,
CCCOP(=O)(OCCC)c1nc(-c2ccccc2)oc1NCc1ccccc1,0.0%,-2%,7%,22%,13%,
O=C(c1cc(COc2ccc(F)cc2Cl)on1)N1CCCC(c2ccccc2)C1 (stereo not given),5.1%,-4%,u,30%,-19%,
CCn1c(SCC(=O)Nc2nc(C)c(C)s2)nnc1-c1ccco1,2.2%,-4%,-2%,-1%,0%,
CC(=O)C1=C(O)C(=O)N(c2ccc(O)cc2)C1c1ccc([N+](=O)[O-])cc1 (stereo not given),1.1%,3%,1%,9%,-3%,

# Three successive entries already listed, quoted:
SMILES,inhibitors of VEEV,Salmonella PhoP GFP,M. tuberculosis HTS,M. tuberculosis,H1N1 NS1A inhibition,others
O=C(c1cc(COc2ccc(F)cc2Cl)on1)N1CCCC(c2ccccc2)C1 (stereo not given),5.1%,-4%,u,30%,-19%,
CCn1c(SCC(=O)Nc2nc(C)c(C)s2)nnc1-c1ccco1,2.2%,-4%,-2%,-1%,0%,
CC(=O)C1=C(O)C(=O)N(c2ccc(O)cc2)C1c1ccc([N+](=O)[O-])cc1 (stereo not given),1.1%,3%,1%,9%,-3%,

# Next part:
SMILES,inhibitors of VEEV,Salmonella PhoP GFP,M. tuberculosis HTS,M. tuberculosis,H1N1 NS1A inhibition,others
CCOC(=O)c1ccccc1NS(=O)(=O)c1ccccc1F,i,1%,-10%,29%,-5%,
COc1cc(C(=O)Oc2cc(N)n(S(=O)(=O)c3ccccc3)n2)cc(OC)c1OC,0.3%,-4%,3%,-9%,-1%,
COc1ccc(N(C(=O)c2ccncc2)S(=O)(=O)c2cccs2)cc1,0.5%,9%,2%,-7%,-6%,
O=C(CCl)Nc1ncc(S(=O)(=O)c2ccc([N+](=O)[O-])cc2)s1,4.7%,x,16%,61%,-18%,
N#Cc1ccccc1OCCN1C(=O)c2ccccc2C1=O,0.8%,16%,0%,-2%,5%,
COc1ccc(C(=O)NCCS(=O)(=O)NCc2ccc3c(c2)OCO3)cc1,2.5%,6%,-6%,3%,-10%,
CCOC(=O)c1cccc(N2C(=O)c3ccccc3S2(=O)=O)c1,i,-4%,1%,9%,-6%,
Cn1c(N)c(C(=O)CSc2n[nH]c(-c3ccccc3)n2)c(=O)n(C)c1=O,2.1%,x,11%,-28%,-1%,
CC(C)(C)OC(=O)N1CCC[C@H]1C(=O)O,2.0%,-8%,5%,-2%,-2%,
Cc1ccc(/C=N/NC(=O)c2nnn(-c3nonc3N)c2-c2ccccc2)o1,2.2%,1%,10%,14%,1%,
O=C(Nc1ccc2nc3ccccc3nc2c1)c1ccccc1,13%,-4%,-1%,-11%,0%,
CCc1ccc(CNC(=O)C2CCCN(c3nc4ccccc4o3)C2)cc1 (stereo not given),5.7%,-1%,-2%,9%,-18%,inhibitors of VEEV 10K pilot screen=0.1
Cc1ccc(N=Nc2ccc(C)cc2NC(=O)Nc2ccccc2F)cc1,1.5%,-1%,1%,-2%,26%,
CCOC(=O)C1=C(N)OC2=C(C(=O)CC(C)(C)C2)C1c1ccccc1OCC#N (stereo not given),i,-6%,17%,79%,-5%,
COCCCNC(=O)C(=O)NC1CCCCCC1,i,-5%,-5%,35%,5%,
O=C(CCN1C(=O)c2ccccc2C1=O)Nc1ccc(S(=O)(=O)NC2=NCCCCC2)cc1,1.8%,19%,-5%,-13%,8%,
COc1ccc(NC(=O)CN2CCc3ccccc3C2)cc1,i,x,x,x,23%,
Cc1ccccc1Nc1nc(N)nc(CSCC(=O)Nc2cccc(Br)c2)n1,2.2%,-5%,-1%,6%,3%,
N#Cc1c(-c2cccs2)cc(-c2ccccn2)nc1N,1.2%,-2%,42%,48%,-4%,
Nc1nnc(SCC(=O)Nc2cccc3ccccc23)s1,3.5%,15%,2%,-7%,4%,
CC(=O)c1ccc(N2CCN(CC(O)COC(c3ccccc3)c3ccccc3)CC2)cc1 (stereo not given),0.3%,9%,52%,29%,2%,
Cn1nc(C(F)(F)F)c(-c2ccc(Br)cc2)c1NC(=O)CSCC(=O)O,0.8%,3%,-11%,-9%,0%,
COC(=O)C1(C(=O)O)Cc2cc([N+](=O)[O-])ccc2N2CCCC21 (stereo not given),0.1%,18%,-6%,-3%,5%,
CC(=O)c1cc2c(cc1NC(=O)c1cnc(C)cn1)OCO2,8.0%,-7%,0%,-15%,2%,
CCc1cc(=O)oc2cc(C)cc(O)c12,i,14%,2%,15%,-23%,
Cc1cc2c(cc1S(=O)(=O)CCC(=O)N(C)Cc1ccccc1)OCC(=O)N2,i,3%,4%,1%,-2%,inhibitors of VEEV 10K pilot screen=0.7
CCn1cc(S(=O)(=O)Nc2ccccc2C(F)(F)F)cn1,i,13%,2%,-8%,5%,
Cc1cc(NCCCn2ccnc2)n2nc(C)c(-c3ccccc3)c2n1,i,-8%,-3%,26%,-18%,
NC(=O)C1CCN(C2CC(=O)N(c3ccc(F)c(Cl)c3)C2=O)CC1 (stereo not given),0.3%,7%,-5%,40%,6%,
Cn1c(SCC(=O)O)nnc1-c1ccc(NC(=O)c2ccc(Cl)c(Cl)c2)cc1,1.2%,-4%,-6%,-6%,-6%,
Cc1cc(C(=O)CCC(=O)N2CCN(c3ccccc3O)CC2)c(C)s1,8.7%,x,-6%,0%,-10%,
CN(Cc1ccccc1)C(=O)COC(=O)c1ccccc1Nc1ccccc1,0.2%,-5%,9%,52%,11%,
COc1ccc(NC(=O)NC(C)c2ccncc2)cc1OC (stereo not given),1.0%,-5%,-11%,-4%,28%,
Cc1ccc(C2(c3noc(CN4CCOCC4)n3)CCCC2)cc1,0.3%,3%,1%,-22%,-4%,
COC(=O)CSC1=NP(=S)(SCC(=O)OC)N2CCCC2=C1C#N (stereo not given),i,0%,-2%,37%,7%,
CCOC(=O)C1=C(O)C(=O)N(c2ccc(S(N)(=O)=O)cc2)C1c1ccccc1 (stereo not given),0.1%,2%,-1%,15%,-5%,
CSC1=C(C#N)C(CC(C)C)C2=C(CCCC2=O)N1 (stereo not given),1.2%,1%,10%,7%,6%,
CCOC(=O)c1c(NC(=O)COC(=O)c2ccccc2NC)sc(C(=O)N(C)C)c1C,8.6%,-16%,7%,14%,-17%,
COc1ccc(CCNC(=O)CSc2ncnc3c2oc2ccccc23)cc1OC,1.3%,-9%,-1%,20%,-1%,
CC1CN(C(=O)CCN2C(=O)c3ccccc3C2=O)CC(C)O1 (stereo not given),0.0%,-7%,9%,3%,2%,
CCO[C@H]1OC(C(=O)NC2CC2)=C[C@@H](c2c[nH]c3ccccc23)[C@@H]1CCCO,0.3%,-3%,-9%,4%,-6%,
CC(=O)Nc1ccc(NC(=S)NC(=O)c2ccc([N+](=O)[O-])cc2)cc1,0.0%,-3%,5%,26%,12%,
Cc1ccc(NC(=O)Nc2cnccn2)c(C)c1,0.8%,-6%,3%,10%,-14%,
Cc1ccc(S(=O)(=O)N/N=C\C=C\c2ccccc2)cc1,i,-9%,-7%,13%,-13%,
Cc1ccc(NC(=O)C2CCN(C(=O)[C@@H]3Cc4ccccc4CN3)CC2)c(C)c1,0.8%,8%,-5%,-11%,2%,
COc1ccc(CC(=O)N2CCN(c3ccccc3F)CC2)cc1OC,i,4%,-4%,4%,20%,
CCc1ccc(OCC(=O)N2CCN(Cc3ccc4c(c3)OCO4)CC2)cc1,i,18%,2%,12%,3%,
CCN(CC)C(=O)C1CCCN(c2ccc([N+](=O)[O-])cc2/C=N/NC(=O)c2ccccc2)C1 (stereo not given),8.7%,2%,-6%,28%,9%,
Cc1ccnc(NS(=O)(=O)c2ccccc2)c1,0.8%,1%,-2%,1%,-6%,
Cn1c(NNC(=O)c2ccccc2F)cc(=O)n(C)c1=O,i,13%,14%,-6%,-12%,
# (next part)
SMILES,inhibitors of VEEV,Salmonella PhoP GFP,M. tuberculosis HTS,M. tuberculosis,H1N1 NS1A inhibition,others
Cc1cccc(C(=S)N2CCOCC2)n1,1.5%,x,-20%,-22%,-5%,
Cc1ccc([N+](=O)[O-])cc1S(=O)(=O)Nc1ccc(C(=O)N2CCN(C(=O)c3ccco3)CC2)cc1,1.1%,x,-3%,10%,0%,
COC(=O)C1=C(c2cccc(C#N)c2)C[C@@H]2CC[C@H]1N2C(=O)NCCOc1ccccc1,i,x,-16%,-1%,-2%,
CC1CN(C2CCCCC2)C(=S)NC1=O (stereo not given),0.7%,x,x,x,5%,
CC(C)(C)N(NC(=O)OCc1ccccc1)C(=O)c1ccccc1Cl,1.1%,-8%,1%,11%,-8%,
CCOC(=O)c1[nH]ncc1CN1CCCC(C(=O)c2cc(Cl)ccc2OC)C1 (stereo not given),0.8%,-2%,-10%,-32%,-13%,
COCCN1C(=O)c2ccccc2C(C(=O)NCCN(C)C)C1c1ccc(F)cc1 (stereo not given),i,2%,0%,-27%,9%,
O=C1NN=C(c2ccccc2)C1Cc1ccccc1 (stereo not given),2.0%,x,x,x,-25%,
CC(NC(=S)Nc1ccc(F)cc1)c1ccccc1 (stereo not given),0.8%,-4%,-4%,48%,-25%,
O=C(N/N=C/c1c[nH]c2ccccc12)c1cc2ccccc2o1,3.7%,24%,-7%,-10%,-7%,
CCN(CC)c1ccc(/C=C/c2ccc3ccc(OC)cc3[n+]2CC)cc1,3.5%,0%,u,u,17µM*,
CCN(C(=O)COC(=O)CSc1ccc([N+](=O)[O-])cc1)C1CCS(=O)(=O)C1 (stereo not given),6.8%,-4%,3%,13%,-11%,
CC(/C=N/NC(=O)c1cc(-c2ccc(Cl)cc2)nc2ccccc12)=C\c1ccco1,7.3%,-7%,15%,14%,4%,
CC(C)Nc1nc(NC(N)=S)nc(NC(C)(C)C)n1,2.4%,5%,-4%,4%,-4%,
O=C(Nc1ccccc1)N(CCCN1CCOCC1)Cc1cc2cc3c(cc2[nH]c1=O)OCCO3,1.0%,-6%,-4%,2%,1%,

# Of the compounds above, these contain a COOH group.
SMILES,inhibitors of VEEV,Salmonella PhoP GFP,M. tuberculosis HTS,M. tuberculosis,H1N1 NS1A inhibition,others
CC(C)(C)OC(=O)N1CCC[C@H]1C(=O)O,2.0%,-8%,5%,-2%,-2%,
Cn1nc(C(F)(F)F)c(-c2ccc(Br)cc2)c1NC(=O)CSCC(=O)O,0.8%,3%,-11%,-9%,0%,
COC(=O)C1(C(=O)O)Cc2cc([N+](=O)[O-])ccc2N2CCCC21 (stereo not given),0.1%,18%,-6%,-3%,5%,
Cn1c(SCC(=O)O)nnc1-c1ccc(NC(=O)c2ccc(Cl)c(Cl)c2)cc1,1.2%,-4%,-6%,-6%,-6%,
